MRP reversal = reverses drug resistance mediated by MRP; H69AR cells + 2 uM doxorubicin, CellTiter-Glo, 72 h; differential viability (reversal), % at 10 µM; 85,000 compounds, 0.04% hits; AID 602;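 active = viability drop by adding the cancer drug above about 55%, with treated viability meeting a 40% cutoff, limit read from the data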;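 also: viability without doxorubicin minus viability with 2 µM doxorubicin for each compound; larger differential means the compound sensitizes cells more to doxorubicin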
MRP reversal cytotoxicity = also measured in MRP reversal; calls as there; viability, %; H69AR cells, CellTiter-Glo, 72 h; measured here: cytotoxicity without doxorubicin
MRP reversal with doxorubicin = second read-out of MRP reversal, no call of its own (marks repeat the call); viability, %; measured here: viability with 2 uM doxorubicin; hits give low values
* = called active by the depositor.

1. CC(C)NCC(O)COc1ccc(CC(N)=O)cc1 (centres undefined)
2. Cc1ccc(-n2ncc3c(N4CCCC(C)C4)ncnc32)c(C)c1 (centres undefined)
3. COC(=O)c1ccccc1Nc1cc(C)nc2nc(C)nn12
4. CC1CC(NC(=O)c2cnc3n(c2=O)CCS3)CC(C)(C)C1 (centres undefined)
5. O=C(Nc1nc2cc3c(cc2s1)OCO3)C1=COCCO1
6. Cc1cccc(C)c1NC(=O)CS(=O)CC(=O)NC1CCCc2ccccc21 (centres undefined)
7. Cc1nc2c(C(=O)NCCc3ccccc3Cl)c[nH]n2c(=O)c1Cl
8. Fc1cc(F)c2nc(N3CCOCC3)sc2c1
Compound | 1 | 2 | 3 | 4 | 5 | 6 | 7 | 8
MRP reversal | 14 | 13 | 5 | 8 | -24 | -6 | -2 | 8
MRP reversal cytotoxicity | 100 | 46 | 86 | 87 | 26 | 80 | 94 | 93
MRP reversal with doxorubicin | 87 | 33 | 81 | 79 | 49 | 86 | 96 | 85

9. O=C(COc1ccc(Cl)cc1)Nc1nc(-c2cccs2)cs1
10. Cc1cc(S(=O)(=O)N2CCN(c3ncccn3)CC2)ccc1-n1cnnn1
11. CN(C(=O)C(Cl)Cl)c1ccc(OC(=O)c2ccco2)cc1
12. COc1ccc(C2CCCN2C(=O)Nc2ccc(F)cc2)cc1OC (centres undefined)
13. C=CCn1c(NC(=O)c2ccccc2)c(C#N)c2nc3ccccc3nc21
14. Cc1cc(N2CCN(C(c3ccccc3)c3ccc(Cl)cc3)CC2)n2ncnc2n1 (centres undefined)
15. COc1ccc(C(c2sc3nc(C)nn3c2O)N2CC(C)OC(C)C2)cc1OC (centres undefined)
16. CCn1cc(C2=NC(c3ccccc3)CO2)c2ccccc21 (centres undefined)
Compound | 9 | 10 | 11 | 12 | 13 | 14 | 15 | 16
MRP reversal | -6 | -7 | 3 | 11 | 0 | 15 | -5 | -22
MRP reversal cytotoxicity | 84 | 92 | 101 | 95 | 97 | 77 | 95 | 32
MRP reversal with doxorubicin | 89 | 99 | 98 | 84 | 97 | 62 | 100 | 54

Rewritten with values under each structure: part of the list above.
Values run as follows: MRP reversal, MRP reversal cytotoxicity, MRP reversal with doxorubicin
15: COc1ccc(C(c2sc3nc(C)nn3c2O)N2CC(C)OC(C)C2)cc1OC (centres undefined)
    -5, 95, 100
16: CCn1cc(C2=NC(c3ccccc3)CO2)c2ccccc21 (centres undefined)
    -22, 32, 54

Continuation:
17. COc1ccc(C)cc1-n1nnnc1SCC(=O)Nc1cc(C)on1
18. COc1cc(C(=O)Nc2cccc(-c3nc4cc(C)ccc4o3)c2)cc(OC)c1OC
19. Cn1c(C(=O)N2CCN(c3ccc(F)cc3)CC2)cc2c(=O)n(C)c3ccccc3c21
20. COc1ccc2c(c1)OC1(C)CC2C(C(=O)c2ccccc2OC)C(=O)N1 (centres undefined)
21. CSc1oc(-c2ccco2)nc1S(=O)(=O)c1ccc(F)cc1
22. CCOc1ccc(/C(O)=C2/C(=O)C(=O)N(CCN(C)C)C2c2ccccc2)cc1Cl (centres undefined)
23. Cc1cc(C)n(CCc2nc3c4ccccc4n(CC(=O)Nc4ccc(Cl)cc4F)c(=O)n3n2)n1
24. O=C(CSc1nnc(Cn2c(=O)sc3ccccc32)n1-c1ccccc1)N1CCCC1
Compound | 17 | 18 | 19 | 20 | 21 | 22 | 23 | 24
MRP reversal | 4 | -2 | 3 | -53 | 28 | 6 | 5 | 19
MRP reversal cytotoxicity | 102 | 28 | 43 | 33 | 119 | 88 | 86 | 94
MRP reversal with doxorubicin | 98 | 30 | 40 | 86 | 91 | 82 | 81 | 75

25. O=C(NC1CCCCC1)Nn1c(-c2ccccc2)nc2ccccc2c1=O
26. COc1ccc(-n2c(Cn3c(=O)sc4ccccc43)nnc2SC)cc1
27. Nc1nc2c(ncn2COC(CO)CO)c(=O)[nH]1
28. O=C(c1nnc(Cc2ccc(Cl)cc2)o1)N1CCOCC1
29. Cc1cccc(-n2ncc3c(N(CCO)CCO)ncnc32)c1
30. O=C(C1CCN(CC2CCCCC2)CC1)N1CCCC1
31. COc1ccc(OC)c(NS(=O)(=O)c2cccs2)c1
32. Cc1ccc(Nc2cc(C)nc3nc(C)nn23)cc1
Compound | 25 | 26 | 27 | 28 | 29 | 30 | 31 | 32
MRP reversal | 3 | 12 | 3 | -3 | 16 | 12 | 2 | 9
MRP reversal cytotoxicity | 94 | 105 | 101 | 106 | 89 | 102 | 103 | 94
MRP reversal with doxorubicin | 92 | 93 | 98 | 109 | 73 | 90 | 101 | 85

33. CC(=O)N[C@@H](CS)C(=O)O
34. Cn1c(=O)c2c(SCC(=O)N3CCC(Cc4ccccc4)CC3)nc(C3CC3)nc2n(C)c1=O
35. Fc1cccc(Nc2ncnc3c2cnn3-c2ccccc2)c1
36. COc1cc2[nH]c(=O)n3nc(-c4ccccc4)nc3c2cc1OC
37. O=C(c1ccc(Cl)s1)N1CCN(c2ccccc2)CC1
38. COc1cc2nc(N3CCN(C(=O)c4ccco4)CC3)nc(N)c2cc1OC
39. O=C(NC1CCCC1)C1c2ccccc2C(=O)N1CCCN1CCOCC1 (centres undefined)
40. COc1ccccc1N1CCN(CC(=O)Nc2cc(C)nn2-c2nc(C)cc(C)n2)CC1
Compound | 33 | 34 | 35 | 36 | 37 | 38 | 39 | 40
MRP reversal | -8 | 3 | -18 | 4 | 4 | -13 | 11 | -48
MRP reversal cytotoxicity | 90 | 77 | 14 | 46 | 89 | 10 | 105 | 19
MRP reversal with doxorubicin | 98 | 74 | 33 | 43 | 86 | 23 | 94 | 67

41. CCN(CC)CC(=O)Nc1cc(C)c2c(=O)oc3ccccc3c2n1
42. CC1(C)S[C@@H]2[C@H](NC(=O)[C@H](N)c3ccc(O)cc3)C(=O)N2[C@H]1C(=O)O
43. Cc1nnc(NC(=O)CSc2nnc(Cc3cccn3C)n2-c2cccc(C)c2C)s1
44. COc1ccc(Cl)cc1NC(=O)C1CSC(c2ccncc2)=N1 (centres undefined)
45. CCOc1ccccc1NC(=O)CSc1nnc(Cn2c(=O)sc3ccccc32)n1C
46. Cc1ccc(N(CC(N)=O)C2SC(=O)NC2=O)cc1 (centres undefined)
47. OC(CCN1CCCCC1)(c1ccccc1)C1CCCCC1 (centres undefined)
48. COC(=O)c1cc(=O)[nH]c(SCc2cccc(C)c2)n1
Compound | 41 | 42 | 43 | 44 | 45 | 46 | 47 | 48
MRP reversal | -19 | -10 | 0 | -10 | 11 | 1 | 55 | -4
MRP reversal cytotoxicity | 41 | 84 | 95 | 30 | 92 | 78 | 131 | 94
MRP reversal with doxorubicin | 60 | 93 | 94 | 41 | 81 | 77 | 76 | 98

49. O=C(CSc1ccc2nnc(-c3ccc(Cl)cc3)n2n1)N1CCN(c2ccccc2)CC1
50. Cc1ccc2[nH]c(C)c(CN(C)C3CCN(C)CC3)c(=O)c2c1
51. CC1CCN(S(=O)(=O)c2cccc(C(N)=O)c2)CC1
52. Cc1nnc(SCc2nc3ccccc3s2)n1-c1ccccc1
53. Cn1c(Cn2c(=O)sc3ccccc32)nnc1SCC(=O)N1CCCC1
54. O=C1c2oc3ccc(F)cc3c(=O)c2C(c2cccc(O)c2)N1CCCN1CCOCC1 (centres undefined)
55. O=C1c2ccccc2C(=O)N1CCOc1ccccc1
56. CCN(CC)CC#CCOC(=O)C(O)(c1ccccc1)C1CCCCC1 (centres undefined)
57. CCOC(=O)c1sc(=NC(=O)c2ccc(S(=O)(=O)N3CCOCC3)cc2)n(C)c1C
58. NC(=O)CSc1nnc(Cn2c(=O)sc3ccccc32)n1-c1ccccc1
59. Cc1cccn2c(=O)c3cc(C#N)c(=N)n(Cc4ccncc4)c3nc12
Compound | 49 | 50 | 51 | 52 | 53 | 54 | 55 | 56 | 57 | 58 | 59
MRP reversal | 2 | 10 | 13 | 0 | 7 | 21 | 6 | 10 | 10 | 3 | -2
MRP reversal cytotoxicity | 81 | 90 | 103 | 77 | 101 | 97 | 92 | 82 | 84 | 98 | 82
MRP reversal with doxorubicin | 78 | 80 | 90 | 78 | 95 | 76 | 87 | 73 | 73 | 95 | 84

Among those listed so far, these contain an aryl methoxy group:
12. COc1ccc(C2CCCN2C(=O)Nc2ccc(F)cc2)cc1OC (centres undefined)
15. COc1ccc(C(c2sc3nc(C)nn3c2O)N2CC(C)OC(C)C2)cc1OC (centres undefined)
17. COc1ccc(C)cc1-n1nnnc1SCC(=O)Nc1cc(C)on1
18. COc1cc(C(=O)Nc2cccc(-c3nc4cc(C)ccc4o3)c2)cc(OC)c1OC
20. COc1ccc2c(c1)OC1(C)CC2C(C(=O)c2ccccc2OC)C(=O)N1 (centres undefined)
26. COc1ccc(-n2c(Cn3c(=O)sc4ccccc43)nnc2SC)cc1
31. COc1ccc(OC)c(NS(=O)(=O)c2cccs2)c1
36. COc1cc2[nH]c(=O)n3nc(-c4ccccc4)nc3c2cc1OC
38. COc1cc2nc(N3CCN(C(=O)c4ccco4)CC3)nc(N)c2cc1OC
40. COc1ccccc1N1CCN(CC(=O)Nc2cc(C)nn2-c2nc(C)cc(C)n2)CC1
Compound | 12 | 15 | 17 | 18 | 20 | 26 | 31 | 36 | 38 | 40
MRP reversal | 11 | -5 | 4 | -2 | -53 | 12 | 2 | 4 | -13 | -48
MRP reversal cytotoxicity | 95 | 95 | 102 | 28 | 33 | 105 | 103 | 46 | 10 | 19
MRP reversal with doxorubicin | 84 | 100 | 98 | 30 | 86 | 93 | 101 | 43 | 23 | 67

44. COc1ccc(Cl)cc1NC(=O)C1CSC(c2ccncc2)=N1 (centres undefined)
Compound | 44
MRP reversal | -10
MRP reversal cytotoxicity | 30
MRP reversal with doxorubicin | 41

Only part of the results is shown; rates above refer to the full screens.
